# GSIS activator = GLuc luminescence reporter in INS-1E cells, primary screen for activators of glucose-dependent secretion of insulin; activation, % at 16.6 µM; actives 0.61% (n = 370,000); INS-1E GLuc reporter insulin secretion, 2-3 h; AID 743287, 2014;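 active means lowest replicate activation of at least 40%, so every replicate reaches that level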;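 further: 0% = median of neutral control wells and 100% = median of IBMX positive control wells; some compounds called inactive have numbers as strong as hits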
# E-selectin induc = E-selectin induction in HUVECs, primary screen, imaging, HUVEC, immunofluorescence imaging, single point. actives 0.37% (n = 260,000). normalized: neutral wells 0, TNF-alpha wells 100. activation, % at 7.58 µM. P16581. AID 686992, 2013;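 active means mean E-selectin-positive cell signal at least 10% of the positive control, reached in at least 60% of replicates, without over 20% cell loss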;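 further: in these data hits start at about 27%; measured in HUVEC primary endothelial cells; signal is the percent of cells scored E-selectin positive by PE staining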
#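 System: HUVEC / Compound: single concentration / Signal: immunofluorescence imaging / Read-out: percent E-selectin-positive cells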
# RAD52 anneal inh = RAD52 DNA annealing inhibitors, primary screen, biochemical, FRET, single point, set 2 | DNA repair protein RAD52 homolog (Homo sapiens), P43351 | recombinant RAD52 DNA annealing, FRET fluorescence | inhibition, % at 18.7 µM | actives 0.46% (n = 360,000) | AID 651710, 2012;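 active means every replicate showing at least 50% inhibition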
# Casp6 inh = human caspase-6 inhibitors, primary screen, biochemical, VEID-R110 fluorescence, single point, set 2; P55212; purified caspase-6, Z-VEID-R110 cleavage fluorescence; inhibition, % at 12.5 µM; actives 0.53% (n = 350,000); AID 686996, 2013;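 active means mean inhibition across replicates at least about 35%, with every replicate also reaching that limit, limit read from the data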;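 further: 0% = median of neutral control wells and 100% = no fluorescence left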
# Target sequence (P55212 24-179 limits assumed): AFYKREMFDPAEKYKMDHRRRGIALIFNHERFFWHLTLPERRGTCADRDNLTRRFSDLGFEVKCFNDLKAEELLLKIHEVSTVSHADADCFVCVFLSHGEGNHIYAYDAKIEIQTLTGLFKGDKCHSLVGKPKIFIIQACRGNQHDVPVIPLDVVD
# Target sequence (P55212 194-293 limits assumed): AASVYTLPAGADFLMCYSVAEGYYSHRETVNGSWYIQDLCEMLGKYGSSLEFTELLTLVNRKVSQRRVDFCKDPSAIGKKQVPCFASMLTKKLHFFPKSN
# CFTR F508del cor = F508del CFTR correction, initial screen, CFBE line, single point | actives 0.36% (n = 350,000) | CFBE cells, YFP halide quenching; stimulated with forskolin plus potentiator P3; % fluorescence drop versus neutral controls | activity (quench increase), % at 7.58 µM | AID 720511, 2013;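 active means mean added fluorescence quench of at least 8% versus neutral control, with both replicates also reaching 8%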;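 further: cells transiently co-express mutant CFTR-F508del with the halide-sensitive YFP; corrector assay measuring rescue of mutant channel to the surface after 24 h compound exposure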
# DENV2 CPE = inhibitors of DENV2 cytopathic effect, primary screen, cell-based, plate reader, single concentration | actives 1.7% (n = 350,000) | DENV2-infected cells, cytopathic effect rescue | CPE inhibition, % at 9.99 µM; in the data active means CPE inhibition above about 20%, passing the limit was not always enough; tested in BHK-21 cells;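 further: 0% = median of neutral control wells and 100% = median of positive control wells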
# XiGFP reactiv = activators of inactive X chromosome reactivation, primary screen, imaging, XiGFP fibroblasts, GFP high-content imaging, set 2; XiGFP mouse fibroblasts, % GFP-positive cells imaging, 3 d; cells co-treated with 5-aza-dC sensitizer; scaled so ellipticine positive control = 100%; activation, % at 7.58 µM; actives 0.055% (n = 360,000);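 active means mean normalized replicate activation at least 10% and every replicate at or above 10%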;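 further: 0% = median of on-plate neutral control wells and 100% = ellipticine 6 µM median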
#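 Material: SV40-immortalized XiGFP fibroblast cells, line 68-5-11 | Buffer or medium: DMEM containing 5-aza-dC | Dosing: One concentration, pinned | Times: 3 d treatment, 15 min room-temperature fixation | Controls: Ellipticine 6 µM positive control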
# RAD54 inh = inhibitors of human RAD54 branch migration, primary screen, biochemical, fluorescence, single point | RAD54 Holliday junction branch migration, FAM/BHQ fluorescence | inhibition, % at 10.4 µM | actives 0.14% (n = 360,000);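 active means mean normalized replicate activity at least 40 and at least half of replicates scoring 40 or more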;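 further: 0% = median of neutral control wells and 100% = median of positive control wells; inhibitors cause a drop in the FAM fluorescence signal; in these data hits start at about 50%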
# Target sequence (Q92698 whole entry, looked up): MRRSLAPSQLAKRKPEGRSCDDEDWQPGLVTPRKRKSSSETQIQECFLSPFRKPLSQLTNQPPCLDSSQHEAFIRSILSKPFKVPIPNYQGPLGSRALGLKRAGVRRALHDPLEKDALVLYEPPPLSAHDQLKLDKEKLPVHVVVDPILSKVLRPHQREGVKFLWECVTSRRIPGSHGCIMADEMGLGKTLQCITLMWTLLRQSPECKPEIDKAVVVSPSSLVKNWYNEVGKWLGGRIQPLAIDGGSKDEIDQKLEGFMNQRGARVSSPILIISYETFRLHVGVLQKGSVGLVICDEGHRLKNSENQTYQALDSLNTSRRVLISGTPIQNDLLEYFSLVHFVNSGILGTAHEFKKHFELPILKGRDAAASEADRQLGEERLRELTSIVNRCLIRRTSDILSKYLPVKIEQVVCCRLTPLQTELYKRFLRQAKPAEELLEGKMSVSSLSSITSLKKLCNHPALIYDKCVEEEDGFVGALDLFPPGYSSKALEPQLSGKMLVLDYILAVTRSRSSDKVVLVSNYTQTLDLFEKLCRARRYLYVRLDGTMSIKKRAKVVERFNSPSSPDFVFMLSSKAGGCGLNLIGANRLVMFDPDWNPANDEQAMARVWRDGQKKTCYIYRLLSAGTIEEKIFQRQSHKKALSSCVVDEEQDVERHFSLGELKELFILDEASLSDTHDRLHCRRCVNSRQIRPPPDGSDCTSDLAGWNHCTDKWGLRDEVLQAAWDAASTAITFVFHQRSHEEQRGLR
# Numbers without * were called inactive; x = not tested or not shown; & = joins results of further samples.
1. C[C@@H]1CCCCO[C@@H](CN(C)C(=O)C2CCCCC2)[C@@H](C)CN([C@@H](C)CO)C(=O)c2cc(NC(=O)c3ccccc3)ccc2O1
2. N#Cc1ccc(C(CC(=O)O)N2Cc3ccccc3C2=O)cc1 (configuration not stated)
3. CN1CCN(c2nc(-c3ccc(Cl)cc3)cc(=O)[nH]2)CC1
4. CC(C)CC#Cc1ccc2c(c1)O[C@@H](CN(C)C(=O)c1ccncc1)[C@@H](C)CN([C@H](C)CO)S2(=O)=O
5. O=C(NCC[C@H]1CC[C@@H](NC(=O)C2CCC2)[C@H](CO)O1)c1ccc(F)cc1
6. COc1ccc(NC(=O)CNC(=O)c2nn(-c3ccc(OC)c(Cl)c3)c(=O)c3ccccc23)c(OC)c1
7. COc1ccc(Nc2nc(-c3ccccc3O)nc3ccccc23)cc1
8. CC1CCCC(C)N1C(=O)COC(=O)c1cc(S(=O)(=O)N2CCOCC2)ccc1Cl (configuration not stated)
9. CCCC#Cc1ccc2c(c1)O[C@@H](CN(C)C(=O)c1cccnc1)[C@@H](C)CN([C@H](C)CO)S2(=O)=O
10. CCn1cc(C(=O)NCc2ccco2)c(=O)c2cc(S(=O)(=O)N3CCCC3)ccc21

assay / compound	1	2	3	4	5	6	7	8	9	10
GSIS activator	-17	7	1	-18	17	12	36	-19	-5	2
E-selectin induc	0.1	x	0.1	0.0	0.2	x	0.0	1.6	0.0	1.6
RAD52 anneal inh	9	-3	-6	2	-13	-15	-20	10	6	3
Casp6 inh	-2	1	-1	-1	4	-1	-1	2	0	5
CFTR F508del cor	-0.1	-3.9	-2.9	4.1	0.1	-1.0	1.3	-1.8	-0.5	-1.6
DENV2 CPE	-3	2	2	-5	0	3	5	5	-9	-5
XiGFP reactiv	-0.8	0.1	-0.1	0.0	-0.7	0.0	0.0	-0.1	-0.8	-0.1
RAD54 inh	1	6	0	-4	-3	-3	1	0	0	x

11. O=C(c1cccs1)N1CCC(c2nc3c(nnn3Cc3cccc(Cl)c3)c(=O)[nH]2)CC1
12. CCc1nc(SCC(=O)N2CCCC2)c2c(=O)n(C)c(=O)n(C)c2n1
13. C[C@@H](C(=O)N(C)C[C@H]1OCc2ccccc2-c2ccccc2C(=O)N([C@@H](C)CO)C[C@@H]1C)c1ccccc1
14. COc1ccc(CCN=C(N)NS(=O)(=O)c2cccs2)cc1OC
15. O=C(Nc1cccnc1)c1ccc(Cl)c(S(=O)(=O)N2CCCCC2)c1
16. Cc1ccc(NC(=O)Cn2nc(C(=O)O)c3ccccc3c2=O)cc1S(=O)(=O)N1CCCCCC1
17. CC1=CC(=C(C#N)c2nc3ccccc3s2)C=C(C)N1c1ccc(F)cc1
18. COc1cccc(S(=O)(=O)N[C@@H]2CC[C@H](CC(=O)NCc3ccccc3)O[C@@H]2CO)c1
19. Cc1cc(C)cc(NC(=O)COC(=O)c2cc(C)oc2C)c1
20. CCCc1[nH]n(-c2ccc([N+](=O)[O-])cc2)c(=O)c1C=NCCCn1ccnc1

assay / compound	11	12	13	14	15	16	17	18	19	20
GSIS activator	10	5	-8	-2	7	-3	-2	10	-15	-8
E-selectin induc	x	-1.2	-0.3	x	-0.1	x	x	-0.2	0.0	x
RAD52 anneal inh	-10	-6	2	-16	-17	4	-313	1	8	-20
Casp6 inh	4	2	0	-1	-3	-2	1	4	2	-25
CFTR F508del cor	0.3	-0.7	-0.5	0.0	0.8	-2.7	x	-1.7	-0.5	4.9
DENV2 CPE	-2	2	-1	5	-6	-8	-8	-1	1	7
XiGFP reactiv	0.1	0.0	0.6	0.0	0.2	0.0	0.3	0.4	0.0	0.0
RAD54 inh	-9	-9	8	-6	2	2	-23	6	x	-7

21. COc1ccc(CC(=O)NC2CCS(=O)(=O)C2)cc1 (configuration not stated)
22. CCc1ccccc1NC(=O)c1ccc2snnc2c1
23. O=C(Nc1nccs1)C1CCCN(S(=O)(=O)c2cccnc2)C1 (configuration not stated)
24. CCOC(=O)c1sc(NC(=O)CSc2nc(-c3ccco3)cc(C(F)(F)F)n2)c(C(=O)OC)c1C
25. CO[C@@H]1CN(C)C(=O)c2ccc(NC(=O)Nc3ccc(F)cc3)cc2OC[C@H](C)NC[C@@H]1C
26. Cc1c(/C=N/NC(=O)c2ccccc2O)c2ccccn2c1C(=O)c1ccc(F)cc1
27. Cc1ccc(S(=O)(=O)NCC(=O)OCC(=O)Nc2cccc(S(=O)(=O)NC3=NCCCCC3)c2)cc1C
28. O=C(O)c1ccccc1-c1ccccc1C(=O)Nc1ccc2c(c1)[nH]c(=O)c1ccccc12
29. CCCNCc1cc(Br)ccc1OCC(=O)NCCc1ccccc1
30. O=C(c1cc2c(=O)n3ccccc3nc2s1)N1CCN(Cc2ccc3c(c2)OCO3)CC1

assay / compound	21	22	23	24	25	26	27	28	29	30
GSIS activator	0	0	5	3	10	-6	-2	3	14	-2
E-selectin induc	-0.3	0.5	-0.1	x	-0.3	x	1.1	-0.1	3.8	x
RAD52 anneal inh	-15	-10	5	-3	-4	-33	-6	-1	x	0
Casp6 inh	2	-1	1	-1	-2	1	0	9	x	1
CFTR F508del cor	-1.7	1.8	-0.3	-3.5	x	1.4	3.2	-1.3	0.8	2.7
DENV2 CPE	17	-6	2	0	36*	x	7	-3	x	0
XiGFP reactiv	-0.2	0.0	0.0	x	-0.1	0.0	0.0	0.4	0.3	0.0
RAD54 inh	-4	8	-1	x	5	x	2	-12	x	x

# Gathered by group: those above with an NH in an aromatic ring.
3. CN1CCN(c2nc(-c3ccc(Cl)cc3)cc(=O)[nH]2)CC1
11. O=C(c1cccs1)N1CCC(c2nc3c(nnn3Cc3cccc(Cl)c3)c(=O)[nH]2)CC1
20. CCCc1[nH]n(-c2ccc([N+](=O)[O-])cc2)c(=O)c1C=NCCCn1ccnc1
28. O=C(O)c1ccccc1-c1ccccc1C(=O)Nc1ccc2c(c1)[nH]c(=O)c1ccccc12

assay / compound	3	11	20	28
GSIS activator	1	10	-8	3
E-selectin induc	0.1	x	x	-0.1
RAD52 anneal inh	-6	-10	-20	-1
Casp6 inh	-1	4	-25	9
CFTR F508del cor	-2.9	0.3	4.9	-1.3
DENV2 CPE	2	-2	7	-3
XiGFP reactiv	-0.1	0.1	0.0	0.4
RAD54 inh	0	-9	-7	-12

# Further records.
31. Cc1noc(C)c1NC(=O)N(C)C[C@@H]1OCCCC[C@@H](C)Oc2ccc(NC(=O)CCC(F)(F)F)cc2C(=O)N([C@H](C)CO)C[C@H]1C
32. CCC1CCCCN1C(=O)COc1cccc2c1CCN(C)C2=O (configuration not stated)
33. Cc1c(OCC(=O)N(C)C)ccc2c(-c3ccccc3)cc(=O)oc12
34. CCc1ccc(NC(=O)CSc2ccc(-c3ccco3)nn2)cc1
35. Cc1ccccc1C(=O)N1CCC[C@@H]1C(=O)N1CCC[C@H]1C(=O)NCc1ccccc1
36. CC(C)(C)c1ccc(C(=O)N2CCC(=O)N(C(CO)Cc3ccccc3)CC2)cc1 (configuration not stated)
37. CC1(C(=O)NS(=O)(=O)C2CC2)CCN(C(=O)c2ccc3ccccc3n2)C1 (configuration not stated)
38. O=C(c1cc(Br)ccc1O)N1CCN(S(=O)(=O)Cc2ccccc2)CC1
39. O=C1CCC(c2ccccc2)N1C(=O)c1cccnc1 (configuration not stated)
40. Cc1noc(C)c1NC(=O)Nc1ccc2c(c1)C(=O)N([C@H](C)CO)C[C@H](C)[C@@H](CN(C)C(=O)NC1CCCCC1)O2

assay / compound	31	32	33	34	35	36	37	38	39	40
GSIS activator	13	-16	7	x	x	-15	39	x	12	16&3
E-selectin induc	-0.1	x	0.1	0.1	0.1	x	0.4	0.4	x	-0.2&-0.3
RAD52 anneal inh	17	-11	-15	-7	7	-37	-14	-9	3	3&-17
Casp6 inh	-1	-1	-1	0	-1	-1	-1	-1	-4	0&2
CFTR F508del cor	0.0	2.9	-0.5	1.6	-1.5	-2.6	0.6	0.7	-0.6	0.0&-2.4
DENV2 CPE	-9	x	3	1	8	1	0	1	-2	5
XiGFP reactiv	-0.7	0.1	0.1	0.0	1.0	0.3	0.1	0.0	x	-0.3&0.0
RAD54 inh	2	x	6	x	x	-13	21	10	-3	-7&3

41. COc1ccc(NC(=O)c2c(Cl)cnn2C)c(C)c1
42. O=C(COc1cccc2cccnc12)N/N=C1\SCC(=O)N1CCc1ccccc1
43. CN1c2ccccc2SC2C(c3ccccc3)=NOC21 (configuration not stated)
44. CO[C@H]1CC[C@H]2CCOc3c(C#N)cccc3C(=O)N(C)C[C@H](C)C(=O)N(C)C[C@H]1O2
45. c1ccc2c(c1)-c1nc3ccccc3cc1C2N1CCOCC1 (configuration not stated)
46. O=C(CC(=O)c1ccccc1)c1ccccc1
47. COc1cccc(CNS(=O)(=O)c2cc(-c3cc(C)no3)ccc2C(C)C)c1
48. O=C(CSc1nncn1-c1cccnc1)N1CCOCC1
49. C[C@H]1CN([C@@H](C)CO)C(=O)c2cc(NC(=O)Cc3cn(C)c4ccccc34)ccc2O[C@@H]1CN(C)Cc1ccc2c(c1)OCO2
50. CN(CC1CCOCC1)C(=O)CC1C(=O)NCCN1CC(c1ccccc1)c1ccccc1 (configuration not stated)

assay / compound	41	42	43	44	45	46	47	48	49	50
GSIS activator	7	-9	5	16	-31	0	-4	-9	-5	-12
E-selectin induc	0.1	x	0.2	0.1	-0.7	-0.1	x	x	-8.4	0.0
RAD52 anneal inh	-15	-7	0	11	-9	-9	2	-11	-11	-19
Casp6 inh	1	1	1	1	0	2	2	0	-1	-4
CFTR F508del cor	1.5	1.4	-4.2	-0.9	0.3	-1.3	-0.2	x	0.5	4.9
DENV2 CPE	-2	-1	-6	1	-7	-4	6	-2	7	-4
XiGFP reactiv	0.2	0.2	0.0	0.0	-0.1	0.0	0.0	0.1	-1.2	-0.1
RAD54 inh	x	x	-5	3	2	0	x	x	19	-18

51. COc1ccc(/C(C)=N/NC(=O)CNC(=O)COc2ccccc2)c(OC)c1
52. COc1ccc2c3c(n(C)c2c1)[C@@H](CO)N(C(C)=O)CC31CN(Cc2cccnc2)C1
53. CN(C(=S)Nc1ccc(SC(F)F)cc1)c1ccc(O)cc1
54. Cc1cccc(CN2CCN(C3CN(Cc4cn(Cc5cccc(C(F)(F)F)c5)nn4)S(=O)(=O)C3)CC2)c1 (configuration not stated)
55. CCN1C(=NCC(C)C)N[C@@H](c2cccc(C(F)(F)F)c2)C(C(=O)OC)=C1C
56. Cc1cccnc1NC(=O)CCc1nnc2ccc(NCc3ccco3)nn12
57. O=C(Nc1ccc(-c2ccccc2)cc1)[C@H]1[C@H](CO)[C@H]2Cn3c(cccc3=O)[C@H]2N1CC1CCCC1

assay / compound	51	52	53	54	55	56	57
GSIS activator	-12	19	-82	-10	-13	-3	2
E-selectin induc	x	-0.2	1.7	2.2	-0.1	x	-0.6
RAD52 anneal inh	-9	x	0	-13	0	-19	-34
Casp6 inh	4	x	12	3	1	13	-2
CFTR F508del cor	-0.4	-1.6	x	-1.1	1.3	-0.3	0.2
DENV2 CPE	10	3	-4	3	16	3	9
XiGFP reactiv	0.3	0.3	-0.1	0.0	1.6	0.1	0.0
RAD54 inh	-5	x	x	x	7	5	x

# Screens: PubChem, Broad Institute
